# From PubChem BioAssay
# Bcl-B displacement – displacers of TR3 peptide from Bcl-B, primary screen, selectivity assay for Bfl-1 inhibitor project, biochemical, fluorescence polarization. displacement, % at 20 µM, or IC50 in µM where a hit was titrated. FP displacement of FITC-TR3 peptide from Bcl-B; higher % means a stronger effect. actives 0.11% (n = 96,000);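 active means displacement above 50% at 20 µM plus a fluorescence interference ratio under 1.5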;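 further: plate controls were wells without compound for no effect and wells lacking Bcl-B protein for full effect; a part of the inactive calls stands beside numbers as strong as those of hits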
# PLAP inhibition – PLAP enzyme inhibitors, biochemical, luminescence, HTS (AID 690); Alkaline phosphatase, placental type (Homo sapiens); purified PLAP, luminescent substrate; higher % means a stronger effect; inhibition, % at 20 µM, or IC50 in µM where a hit was titrated; actives 0.08% (n = 96,000); in the data active means a potency from the dose series; inactive means the rest, 99 in 100 with inhibition below about 30%; further: strong numbers were not always called active
# NFkB transloc pot – enhancers of NFkB p65 translocation in HUVEC – imaging, IL-1B stimulus, high-content imaging, primary screen; HUVEC IL-1B NFkB p65 nuclear translocation imaging; activation, % at 2 µM; actives 0.3% (n = 94,000); AID 819, 2007;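 active means activation above 40%, about the mean plus 3 SD, also judged a hit on visual image review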;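 further: percent activation is computed from the nuclear over cytoplasmic p65 intensity ratio; values of inactives mirror those of a sister screen read the other way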
# MRP resist rev – reversal of MRP1-mediated doxorubicin resistance, primary screen, H69AR cells, doxorubicin co-treatment. differential viability (reversal), % at 10 µM. actives 0.04% (n = 85,000). H69AR cells + 2 uM doxorubicin, CellTiter-Glo, 72 h. AID 602, 2007;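 active means viability drop by adding the cancer drug above about 55%, with treated viability meeting a 40% cutoff, limit read from the data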;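 further: viability without doxorubicin minus viability with 2 µM doxorubicin for each compound; larger differential means the compound sensitizes cells more to doxorubicin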
# IL1B NFkB inh – inhibitors of IL-1B driven NFkB p65 nuclear import, primary screen, imaging, HUVEC, IL-1B stimulus, high-content imaging | AID 796, 2007 | inhibition, % at 2 µM | HUVEC IL-1B NFkB p65 nuclear translocation imaging | actives 0.43% (n = 94,000);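 active means inhibition above about 30% together with a positive call from visual inspection of the well image, limit read from the data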;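 further: nuclear over cytoplasmic p65 intensity ratio measured by imaging; 0% = IL-1B stimulated DMSO wells and 100% = unstimulated DMSO wells; values of inactives mirror those of a sister screen read the other way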
# MRP resist rev cytotoxicity – recorded beside MRP resist rev, whose call it bears; viability, %; H69AR cells, CellTiter-Glo, 72 h; measured here: cytotoxicity without doxorubicin
# MRP resist rev with doxorubicin – also measured in MRP resist rev; calls as there; viability, %; measured here: viability with 2 uM doxorubicin; hits give low values
# IL1B NFkB inh cell count 2 µM – second read-out of IL1B NFkB inh, no call of its own (marks repeat the call); cell count; measured here: cells passing quality filter;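 raw number of nuclei counted in each imaged well without normalization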
# NFkB transloc pot cell count 2 µM – recorded beside NFkB transloc pot, whose call it bears; cell count; measured here: cells passing quality filter
# The depositor's hits bear a star; . = not tested or not shown. Only part of the results is shown; the hit share may differ from the screen's.
SMILES,Bcl-B displacement,PLAP inhibition,NFkB transloc pot,NFkB transloc pot cell count 2 µM,MRP resist rev,MRP resist rev cytotoxicity,MRP resist rev with doxorubicin,IL1B NFkB inh,IL1B NFkB inh cell count 2 µM
O=C(O)CCC(=O)Nc1ccc2c(c1)oc1ccccc12,-2%,6%,13,142,14,98,84,-13,142
O=C(CSCc1cnn(-c2ccccc2)c1-n1cccc1)NCc1cccs1,2%,10%,2,68,13,104,91,-2,68
C=CCn1c(=O)/c(=C/c2ccc(Cl)cc2)s/c1=C(/C#N)c1nnc2n1CCCCC2,-89%,-45%,16,127,6,22,16,-16,127
O=C(CSc1nnc(-c2cc(-c3cccs3)nc3ccccc23)o1)NC1CCCCC1,-4%,11%,-22,156,-4,23,26,22,156
Cc1cccc(-n2ncc3c(N4CCC(C)CC4)ncnc32)c1,-7%,-60%,14,65,-14,74,88,-14,65
CCC1C(=O)CC(c2ccco2)NC1c1ccco1 (configuration not stated),.,.,10,102,6,95,88,-10,102
CCOC(=O)CCc1c(C)nc(SCCCn2c(=O)[nH]c3ccccc32)c(C#N)c1C,0%,21%,4,125,-1,70,71,-4,125
Cc1cc(C)c(NC(=O)C2CCCN2CCO)c(C)c1 (configuration not stated),-6%,9%,-4,101,-3,87,90,4,101
CCn1c(SCC(=O)N2c3ccccc3Sc3ccc(Cl)cc32)nc2c1c(=O)n(C)c(=O)n2C,.,.,-3,122,6,81,75,3,122
Cc1ccc(OCC(=O)c2c(O)c3ccccc3oc2=O)cc1C,-6%,9%,7,53,8,103,95,-7,53
CCOC(=O)C1=C(C)NC2=C(C1c1ccc([N+](=O)[O-])cc1)S(=O)(=O)c1ccccc12 (configuration not stated),-24%,-8%,15,133,.,.,.,-15,133
O=C(CSc1nnc(COc2ccccc2)n1Cc1ccco1)c1ccc(F)cc1,1%,17%,25,128,-24,39,62,-25,128
O=C(NCCN1CCOCC1)c1ccncc1,-19%,-7%,7,131,2,92,90,-7,131
Cn1c(Sc2ccc([N+](=O)[O-])cc2C(F)(F)F)nnc1-c1ccccc1,-1%,7%,11,121,.,.,.,-11,121
O=C(COc1ccc(/C=N/NC(=O)c2cc3ccccc3o2)cc1Cl)Nc1ccccc1,-40%,-39%,-7,155,.,.,.,7,155
COc1ccc(-c2nnc(SCc3cccnc3)o2)cc1,.,.,14,97,18,53,36,-14,97
CC(C)(C)OC(=O)NCCC(=O)Oc1ccc2ccc(=O)oc2c1,-3%,-7%,-4,118,.,.,.,4,118
CC1CC=C2C(C#N)=C(N)C(C#N)(C#N)C(c3cccs3)C2C1 (configuration not stated),30%,-42%,.,.,-12,32,44,.,.
COc1ccc(C)cc1NS(=O)(=O)c1ccc(NS(=O)(=O)c2ccc(NC(C)=O)cc2)cc1,16%,-42%,9,169,1,94,93,-9,169
CCCc1nc2c(C)ccc(C)c2c(N)c1CC,0%,11%,15,149,.,.,.,-15,149
O=C(CSc1nnc(-c2cnccn2)n1Cc1ccco1)c1ccc(Cl)cc1,-3%,17%,1,145,21,78,56,-1,145
CCn1nc(C)c(C(=O)Nc2cc(Oc3cc(C)cc(C)c3)cc([N+](=O)[O-])c2)c1C,-7%,-48%,10,217,.,.,.,-10,217
COc1ccc(N2C(=O)C3CC=C(Cl)CC3C2=O)cc1 (configuration not stated),18%,-20%,1,158,9,99,90,-1,158
CCN(CC)C(=O)c1cc(-c2ccccc2OC)on1,-7%,-5%,2,181,.,.,.,-2,181
O=S(=O)(c1cccs1)N1CCCc2cccc(O)c21,-6%,1%,-7,167,.,.,.,7,167

# Part of the list above, limited to MRP resist rev and MRP resist rev cytotoxicity:
molecule | MRP resist rev | MRP resist rev cytotoxicity
CCC1C(=O)CC(c2ccco2)NC1c1ccco1 (configuration not stated) | 6 | 95
COc1ccc(-c2nnc(SCc3cccnc3)o2)cc1 | 18 | 53

# Entries of single compounds, quoted from the list. Screens in order: Bcl-B displacement, PLAP inhibition, NFkB transloc pot, NFkB transloc pot cell count 2 µM, MRP resist rev, MRP resist rev cytotoxicity, MRP resist rev with doxorubicin, IL1B NFkB inh, IL1B NFkB inh cell count 2 µM
# `O=C(CSc1nnc(COc2ccccc2)n1Cc1ccco1)c1ccc(F)cc1` as listed: 1%, 17%, 25, 128, -24, 39, 62, -25, 128
# `CCOC(=O)CCc1c(C)nc(SCCCn2c(=O)[nH]c3ccccc32)c(C#N)c1C` as listed: 0%, 21%, 4, 125, -1, 70, 71, -4, 125
# `CCC1C(=O)CC(c2ccco2)NC1c1ccco1` (configuration not stated) as listed: ., ., 10, 102, 6, 95, 88, -10, 102
# `O=C(O)CCC(=O)Nc1ccc2c(c1)oc1ccccc12` as listed: -2%, 6%, 13, 142, 14, 98, 84, -13, 142

# Remaining list, next part.
SMILES,Bcl-B displacement,PLAP inhibition,NFkB transloc pot,NFkB transloc pot cell count 2 µM,MRP resist rev,MRP resist rev cytotoxicity,MRP resist rev with doxorubicin,IL1B NFkB inh,IL1B NFkB inh cell count 2 µM
Cc1cc(C)c(C#N)c(N2CCOCC2)n1,.,.,-1,156,-1,98,100,1,156
CCn1c2ccccc2c2cc(NC(=O)c3ccc(Br)o3)ccc21,-42%,-68%,-3,55,-2,57,59,3,55
CCN(CC)c1nc2c(s1)C(=O)CC(C)(C)C2,-24%,10%,11,148,2,96,94,-11,148
COc1ccc(NC(=O)N(C2CCCCC2)C(C)c2ccco2)c(OC)c1 (configuration not stated),-3%,-31%,2,74,4,85,81,-2,74
Nc1nc(Nc2cccc(C(F)(F)F)c2)nc(C(F)(F)F)n1,-2%,15%,28,125,-7,55,62,-28,125
O=C(COc1ccc2oc3c(c2c1)CCCC3)Nc1ccccn1,1%,-4%,3,170,-10,91,101,-3,170
Fc1ccc(NCc2cn3ccccc3n2)cc1,4%,2%,26,183,-5,86,91,-26,183
CCOC(=O)N1CCN(Cc2nc(N)nc(Nc3ccc(OCC)cc3)n2)CC1,-1%,-23%,15,46,-4,72,76,-15,46
O=C(NCc1ccccn1)C1CCC(=O)N1C1CCCC1 (configuration not stated),.,.,-5,183,-9,96,105,5,183
CC(C)(C)C(=O)Nc1nc(C2CCCN2S(=O)(=O)c2ccc(Cl)cc2)cs1 (configuration not stated),-8%,-51%,3,172,-8,72,80,-3,172
COc1ccc(CNC(=O)c2ccc(NS(=O)(=O)c3c(C)noc3C)cc2)cc1,-4%,-10%,-5,193,.,.,.,5,193
Cc1nc(CSc2nnc3scc(-c4ccccc4)n23)cs1,-13%,1%,-8,92,2,95,93,8,92
COCCCNC(=S)NC1CC2CCCC(C1)N2Cc1cccs1 (configuration not stated),3%,-16%,1,138,.,.,.,-1,138
O=C1C(Cl)=C(N2CCN(Cc3ccccc3)CC2)C(=O)N1c1ccccc1,22%,-19%,-8,109,-16,39,55,8,109
CN1C(=O)N(C)C2(c3ccccc3)N(C)C(=O)NC12c1ccccc1 (configuration not stated),-8%,-27%,-4,167,13,97,84,4,167
CCC(=O)N(c1ccc(F)cc1)C1C=CS(=O)(=O)C1 (configuration not stated),-5%,12%,7,58,-9,86,95,-7,58
COc1cccc(C(=O)Nc2ccc(N3CCN(Cc4ccccc4)CC3)cc2)c1,-2%,6%,-5,129,-8,70,78,6,129
Cc1cccc(C)c1NC(=O)CS(=O)CC(=O)NCCCc1ccccc1 (configuration not stated),0%,-11%,5,98,.,.,.,-4,98
CC(=O)Nc1cc2c(=O)n(Cc3ccccc3)c(C)nc2cc1N1CCOCC1,-4%,-66%,7,143,0,99,99,-7,143
Cc1ccc2cccc(OC(=O)c3ccc4c(c3)OCCO4)c2n1,0%,-2%,-4,125,-7,81,88,4,125
CCN(CC)C(=O)c1cnn(-c2ccccc2)c1NC(=O)c1cccc(F)c1,2%,-26%,-10,184,9,100,91,10,184
COc1ccc(NC(=O)Cc2ccccc2)cc1,.,.,20,125,1,93,92,-20,125
Cc1nn(C)c(C)c1/C=C1/SC(=S)NC1=O,-2%,-26%,4,169,.,.,.,-4,169
CCOCCCNC(=O)C1CCN(S(=O)(=O)CC)CC1,20%,3%,13,114,3,94,92,-13,114
CCC(C)(C)n1nnnc1CN1CCC(O)(c2cccc(C(F)(F)F)c2)CC1,.,.,-11,146,4,74,70,11,146

# A few values from the list:
# CCC(=O)N(c1ccc(F)cc1)C1C=CS(=O)(=O)C1 (configuration not stated) in PLAP inhibition → 12%
# CCN(CC)C(=O)c1cnn(-c2ccccc2)c1NC(=O)c1cccc(F)c1 in NFkB transloc pot cell count 2 µM → 184

# The listing continues:
SMILES,Bcl-B displacement,PLAP inhibition,NFkB transloc pot,NFkB transloc pot cell count 2 µM,MRP resist rev,MRP resist rev cytotoxicity,MRP resist rev with doxorubicin,IL1B NFkB inh,IL1B NFkB inh cell count 2 µM
CC(C)CNC(=S)NNC(=O)c1ccco1,.,.,3,171,-46,50,96,-3,171
Cc1nc2ncnn2c(C)c1CCC(=O)Nc1ccc(S(=O)(=O)N2CCCCCC2)cc1,-1%,-36%,2,173,.,.,.,-2,173
Cc1ccc2cc(CCNC(=O)C(C)C)c(=O)[nH]c2c1,-5%,12%,.,.,-12,88,99,.,.
COc1ccc(C2CC(c3cccc(OC)c3)n3nc(N)nc3N2)cc1 (configuration not stated),-3%,6%,.,.,18,103,84,.,.
CN(c1cccc(NC(=O)c2ccccc2N(C)S(C)(=O)=O)c1)S(C)(=O)=O,-9%,22%,-1,164,-4,102,106,1,164
CCN(CC)C(=O)CC(c1ccccc1)c1ccco1 (configuration not stated),-12%,-36%,-4,149,5,78,74,4,149
CC(=O)Nc1ccc(Nc2ncnc3c2cnn3-c2ccccc2)cc1,0%,-8%,2,178,9,87,78,-2,178
O=C(Nc1ccc(F)cc1F)c1ccco1,-8%,9%,-8,104,3,103,101,8,104
Cc1nc(NCCCn2ccnc2)c2oc3ccccc3c2n1,-1%,7%,3,171,-1,94,96,-3,171
c1cnc(SCCCOc2ccc3ccccc3c2)nc1,0%,-2%,3,145,3,85,82,-2,145
CN(Cc1ccccc1)C(=O)c1cc2ccccc2o1,12%,12%,13,207,6,77,71,-13,207
O=C(NC1CS(=O)(=O)CC1NCc1ccccc1)c1ccccc1 (configuration not stated),-1%,9%,4,108,-10,91,101,-4,108
Cc1cccc(C)c1OCCn1nc(C(=O)O)c2ccccc2c1=O,-1%,-1%,16,111,1,80,78,-16,111
Cc1ccc(-c2noc(CN3CCN(c4ccccc4F)CC3)n2)cc1,-4%,8%,-1,59,10,93,83,1,59
